Screening data as filed in PubChem BioAssay.
TSHR antagonist: antagonists of human thyroid stimulating hormone receptor; P16473; TSHR-expressing cells, TSH-stimulated cAMP HTRF, 2 h; stronger effect = lower value; activity change, negative = inhibition, % at 11.5 µM; 0.2% of 330,000 active; AID 504810;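 active = activity change below a set negative limit, meaning inhibition stronger than a set level, cut at about -70% in these data; inconclusive = activity change between two set negative limits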; note: % is set by controls: 0 for no effect and ±100 for the full control effect
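Inhibition of cAMP made by TSHR-expressing cells under TSH stimulation (4nM final, EC80; 2 h, 37 deg C) is quantified with a one-step lysis HTRF kit, anti-cAMP cryptate versus cAMP-d2.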
GALK inh: galactokinase (human) inhibition. AID 1868. Potency, µM (titrated, usually from 57.5 µM), without a hit: at the top dose activity change, negative = inhibition, hits mostly inhibitors. 0.007% of 270,000 active. P51570. Purified GALK, Kinase-Glo residual ATP luminescence; note: potency is the fitted concentration of half-maximal effect; % is set by controls: 0 for no effect and ±100 for the full control effect
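Human GALK (5 nM) with 35 uM ATP and 100 uM galactose in 20 mM HEPES pH 8.0, 5 mM MgCl2, 60 mM NaCl, 1 mM DTT, 0.01% BSA. After 1 h at room temperature, leftover ATP was read by Kinase-Glo Plus luminescence.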
S-ASM inh: human S-ASM enzyme inhibition | 0.006% of 340,000 active | placental ASM, HMU-PC fluorogenic substrate, 60 min | AID 504937 | Potency, µM (doses to about 57.5 µM), for the others: top-dose activity change, negative = inhibition, usual class: inhibitors | P17405; note: potency is the fitted concentration of half-maximal effect
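Human placenta-derived ASM preincubated with compound 10 min at room temperature, then reacted with 9 uM (final) fluorogenic HMU-PC substrate for 60 min at 37 C. Stop solution raises pH to 10; fluorescence read at Ex 386/Em 447 nm.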
Mito fusion yeast: inhibitors of mitochondrial division or activators of mitochondrial fusion | S. cerevisiae fusion-defective mutant growth rescue, CellTiterGlo 48 h | Potency, µM (series often up to 46.1 µM), inactives show top-dose growth rescue (activation), most hits filed as activators | 0.23% of 320,000 active;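 note: potency is the fitted concentration of half-maximal effect; % of control where 0% means no effect; nearly all actives have a fitted effect of over 45% in size; temperature-sensitive fusion mutants such as fzo1-1 at 37 °C on non-fermentable ethanol glycerol medium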
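S. cerevisiae fusion-defective temperature-sensitive mutants (e.g. fzo1-1, mgm1-5) grown 48 h at 37C in YPEG (ethanol/glycerol non-fermentable) medium with 23 nl compound per well; growth rescue read as CellTiterGlo luminescence.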
PKM2 act: increases activity of human pyruvate kinase M2 | purified PKM2, Kinase-Glo ATP luminescence, activation; response scale: 0% is enzyme alone, no compound | Potency, µM (top dose mostly 57.5 µM), for the others: at the highest dose activation, most hits filed as activators | 0.34% of 260,000 active | AID 1631; note: potency is the fitted concentration of half-maximal effect; % is set by controls: 0 for no effect and ±100 for the full control effect; nearly all actives have a fitted effect of over 55% in size
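Kinase-Glo luminescence reports ATP generated from ADP (0.1 mM) and PEP (0.5 mM) by purified hPK-M2 after 1 h at room temperature, pH 7.2 imidazole buffer; intermediate enzyme activity allows detecting inhibitors and activators.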
MBNL1-CUG inh: inhibitors of human MBNL1 binding to CUG repeat RNA. TR-FRET MBNL1-His/biotin-(CUG)12 binding, 665/545 ratio. Potency, µM (series often up to 57.5 µM), without a hit: at the top dose activity change, negative = inhibition, most hits filed as inhibitors. 0.036% of 280,000 active; active = well fitted inhibition curve with a large enough effect in the signal ratio, with a control signal flat, not every such curve was filed as active; inconclusive = small, poorly fitted or top-dose-only effect, or effect the other way, or a change in a side signal; inactive = no such curve, though single readings can be large or run the other way; the % refers to the signal ratio; note: potency is the fitted concentration of half-maximal effect; % is set by controls: 0 for no effect and ±100 for the full control effect
Target sequence (Q9NR56 whole entry, looked up): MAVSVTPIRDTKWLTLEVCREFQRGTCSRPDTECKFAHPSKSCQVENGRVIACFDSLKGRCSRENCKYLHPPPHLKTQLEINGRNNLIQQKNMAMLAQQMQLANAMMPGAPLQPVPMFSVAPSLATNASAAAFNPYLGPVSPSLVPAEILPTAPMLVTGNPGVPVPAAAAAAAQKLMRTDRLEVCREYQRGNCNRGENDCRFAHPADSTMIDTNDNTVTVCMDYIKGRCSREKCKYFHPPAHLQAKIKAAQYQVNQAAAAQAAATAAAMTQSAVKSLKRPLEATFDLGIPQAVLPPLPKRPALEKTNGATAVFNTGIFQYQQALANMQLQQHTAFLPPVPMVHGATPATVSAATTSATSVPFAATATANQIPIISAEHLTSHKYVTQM
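His-tagged MBNL1 binding to biotinylated (CUG)12 RNA was measured by TR-FRET using terbium anti-His antibody (0.055 ng/ul final) and streptavidin-XL665 (5 nM final). Compounds were titrated 92 nM to 58 uM; 60 min at room temperature.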
Eya2 inh: Eya2 (human) phosphatase inhibition. O00167. 0.006% of 330,000 active. AID 488837. Potency, µM (doses to about 76.9 µM), inactives show top-dose activity, negative = inhibition, usual class: inhibitors. recombinant Eya2, OMFP fluorescence dephosphorylation (OMFP is methylfluorescein phosphate); note: potency is the fitted concentration of half-maximal effect; % is set by controls: 0 for no effect and ±100 for the full control effect
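Eya2 (0.2 uM) preincubated 10 min at ambient with compound, then OMFP substrate added at 50 uM; 10 min reaction in 50 mM HEPES pH 7.5, 50 mM NaCl, 5 uM MgCl2, 0.05% BSA, 1 mM DTT. Fluorescence read at Ex 485/Em 525 nm.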
USP2a inh: inhibitors of human ubiquitin-specific protease USP2a; O75604; USP2 core, Ub-CHOP2 coupled fluorogenic reporter, 485/531; Potency, µM (doses to about 38.3 µM), for the others: at the top dose activity change, negative = inhibition, usual class: inhibitors; 0.01% of 330,000 active; AID 463254;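 note: potency is the fitted concentration of half-maximal effect; plate controls were DMSO wells for no effect and full inhibition by NEM control for full effect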
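USP2 core (10nM final) preincubated 30min RT with compound in 20mM Tris-HCl pH 8.0, 2mM CaCl2, 2mM beta-mercaptoethanol, 0.05% CHAPS; 25nM Ub-CHOP2 plus 25nM reporter substrate added, fluorescence (Ex485/Em531) read after 60min.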
Chronic BCR inh: blocks chronic active B-cell receptor signaling; ABC-DLBCL IkBa-CBG/CBR reporter, luminescence ratio, 4 h; Potency, µM (titrated, usually from 46.1 µM), without a hit: top-dose ratio change, negative = lower green/red ratio, usual class: inhibitors; 0.05% of 340,000 active; AID 493014; active = well fitted inhibition curve with a large enough effect in the signal ratio, with a control signal flat, not every such curve was filed as active; inconclusive = small, poorly fitted or top-dose-only effect, or effect the other way, or a change in a side signal; the % refers to the signal ratio;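 note: potency is the fitted concentration of half-maximal effect; plate controls were basal doxycycline-induced cells for no effect and cells given 10 µM MG132 for full effect; MG132 reads +100%, hits lower the ratio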
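Doxycycline induced both beetle luciferases in TMD8 lymphoma cells; IKK-driven degradation limits the IkappaBalpha-fused green signal, while red luminescence normalises for cell number and nonspecific effects. Compounds tested up to 46 uM, 4 hrs.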
Menin-MLL TR inh: displaces Texas Red mutant MLL peptide from human menin; O00255; Potency, µM (doses to about 61.6 µM), without a hit: top-dose FP activity change, negative = inhibition, hits mostly inhibitors; AID 1768; 0.23% of 270,000 active; Menin + Texas Red MLL mutant peptide, fluorescence polarization; active = well fitted inhibition curve with a large enough effect in the polarisation, with a control signal flat, not every such curve was filed as active; inconclusive = small, poorly fitted or top-dose-only effect, or effect the other way, or a change in a side signal; inactive = no such curve, though single readings can be large or run the other way; the % refers to the polarisation; note: potency is the fitted concentration of half-maximal effect; % of control where 0% means no effect; many of its hits are not listed in these tables
Target sequence (O00255 whole entry, looked up): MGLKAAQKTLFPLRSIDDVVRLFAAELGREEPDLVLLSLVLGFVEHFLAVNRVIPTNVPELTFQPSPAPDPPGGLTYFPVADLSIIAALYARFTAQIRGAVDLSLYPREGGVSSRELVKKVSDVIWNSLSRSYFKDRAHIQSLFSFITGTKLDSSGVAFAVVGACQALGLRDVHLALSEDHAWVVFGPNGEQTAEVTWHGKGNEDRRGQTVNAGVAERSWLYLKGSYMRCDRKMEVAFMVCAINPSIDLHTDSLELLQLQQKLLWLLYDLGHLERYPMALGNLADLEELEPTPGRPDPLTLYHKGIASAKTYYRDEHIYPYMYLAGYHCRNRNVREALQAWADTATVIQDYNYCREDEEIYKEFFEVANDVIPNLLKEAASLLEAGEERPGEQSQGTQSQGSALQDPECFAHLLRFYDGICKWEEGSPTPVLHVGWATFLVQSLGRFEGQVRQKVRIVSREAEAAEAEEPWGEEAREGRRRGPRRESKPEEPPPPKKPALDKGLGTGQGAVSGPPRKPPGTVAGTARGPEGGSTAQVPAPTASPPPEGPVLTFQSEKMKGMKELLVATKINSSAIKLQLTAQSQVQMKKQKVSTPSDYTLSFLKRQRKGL
hERG WT inh: KCNH2 (human, wildtype) channel inhibition; AID 720551; 0.37% of 340,000 active; activity change, % at 1.84 µM; U2OS, BacMam KCNH2, thallium flux FluxOr; stronger effect = lower value;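 active = maximum activity change below -70%; inconclusive = maximum activity change between -70% and -50%; inactive = maximum activity change above -50%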; note: % is set by controls: 0 for no effect and ±100 for the full control effect
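U2OS cells were transduced with wild-type KCNH2 virus (2.03 x 10^8 / mL) for 4 h at room temperature, then cultured overnight at 37 C. Thallium flux was read with FluxOr dye. Rate constants were normalized to DMSO controls.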
The depositor's hits bear a star; ? = inconclusive; nt = not tested or not shown; [ ] = dose if it differs, or a comment. Unless noted, calls come from the whole dose curve; as a rule, active = well fitted curve in the direction sought with a large enough effect; inconclusive = small, poorly fitted or top-dose-only effect, or another doubt; inactive = no such curve, though single readings can be large; an effect the other way counts as inactive or inconclusive.

compound	TSHR antagonist	GALK inh	S-ASM inh	Mito fusion yeast	PKM2 act	MBNL1-CUG inh	Eya2 inh	USP2a inh	Chronic BCR inh	Menin-MLL TR inh	hERG WT inh
CN1CCN(c2ccc(Cl)cc2NC(=O)C2COc3ccccc3O2)CC1 (configuration not stated)	11	4%	-3%	-21%	1%	-1%	8%	-14%	?	-2%	5
Cc1cccc(NC(=O)CSCC(=O)Nc2cc(S(=O)(=O)N3CCOCC3)ccc2OC(C)C)c1	-2	nt	-4%	-5%	nt	nt	-15%	-2%	-16%	nt	-1
CC1CCC(=C(C#N)C(=O)Nc2cccc(Cl)c2)CC1 (configuration not stated)	4	4%	-1%	-5%	0%	4%	3%	0%	7%	42%[activator]	-1
Cc1ccc(-c2nc(NC(=O)c3ccc(S(=O)(=O)N(CCC#N)CCC#N)cc3)sc2-c2ccccc2)cc1	5	-2%	-7%	-7%	3%	-4%	-2%	3%	8%	-6%	-20
C=CCNS(=O)(=O)CC12CCC(CC1=O)C2(C)C (configuration not stated)	0	3%	1%	0%	-7%	-6%	5%	1%	-1%	7%	-7
Cc1ccc(-c2nnn(CC(=O)N(c3cccc(F)c3)C(C(=O)NC(C)(C)C)c3ccco3)n2)o1 (configuration not stated)	-13	7%	-1%	3%	4%	?	-8%	0%	?	5%	-3
CNC1=CC(=O)CC(c2ccccc2)C1 (configuration not stated)	-1	0%	-1%	-2%	0%	-2%	19%	1%	2%	8%	-6
O=C(Nc1c[nH]c(=O)[nH]c1=O)c1ccccc1Br	8	0%	4%	0%	0%	-1%	21%	0%	8%	4%	-2
CCOC(=O)Cn1cnc2c(cnn2-c2ccc(OC)cc2)c1=O	9	5%	2%	-5%	-3%	-2%	-6%	1%	-2%	-3%	-1
COc1nccnc1NS(=O)(=O)c1ccc(NC(=S)NC(=O)c2ccc(F)cc2)cc1	-4	0%	-2%	11%	0%	-25%	-4%	1%	1%	7%	11
CC1(C)NC(=O)N(CC(O)CN2C(=O)NC(C)(C)C2=O)C1=O	8	2%	3%	-5%	1%	2%	11%	2%	6%	1%	-1
O=C(O)c1cc(-c2ccc3c(c2)OCCO3)n[nH]1	-3	0%	5%	1%	-5%	-3%	-4%	-1%	-1%	3%	-9
Cc1ccc(-c2nnc(NC3CCCC3)s2)cc1	25	-2%	0%	2%	-3%	5%	-6%	2%	?	9%	-11
Cc1ccc(S(=O)(=O)CC(=O)NCc2ccc(Cl)cc2)cc1	-4	nt	1%	1%	nt	nt	2%	3%	?	nt	4
Cc1cc(C)n2nc3nc(N4CCCCC4)nc(-c4ccco4)c3c2n1	2	0%	103%[activator]	-1%	6%	8%	4%	-1%	-1%	-2%	6
CCC(C)(C)n1nnnc1C(c1cc2ccc(OC)cc2[nH]c1=O)N1CCCCC1 (configuration not stated)	-1	0%	44%[activator]	1%	13%	0%	11%	0%	-33%	2%	-2
COc1ccc(Cc2nc3ccc(C(=O)N4CCN(C)C(C)C4)cc3o2)cc1OC (configuration not stated)	-35	-4%	0%	-4%	nt	11%	-1%	2%	-4%	-19%	15
O=C(C1CCCN1S(=O)(=O)c1ccc(Cl)c(Cl)c1)N1CCOCC1 (configuration not stated)	-12	0%	7%	0%	-6%	-3%	6%	0%	0%	-1%	2
CC(=O)Nc1ccc(S(=O)(=O)N(CCCN2CCOCC2)Cc2cccs2)cc1	4	4%	1%	-6%	0%	-12%	1%	1%	0%	1%	20
COCCn1c(SCc2ccc(C(=O)OC)o2)nnc1-c1c[nH]c2ccccc12	7	2%	-2%	1%	-14%	-30%	-4%	0%	-24%	-2%	-3
O=C(Nc1nccs1)c1cc(Cl)ccc1[N+](=O)[O-]	-1	1%	-11%	3%	-13%	?	7%	2%	0%	0%	-4
NS(=O)(=O)c1ccc(NC(=O)COC(=O)CSc2n[nH]c(-c3ccccc3)n2)cc1	-12	4%	-2%	-2%	2%	2%	28%	1%	-1%	3%	-4
CN(Cc1nc(-c2ccc(Cl)cc2)no1)C(=O)c1ccco1	-4	7%	-2%	4%	nt	-2%	18%	2%	0%	nt	28
Cc1ccc(NC(=S)N2CCC(NC(=O)C3CCCCC3)CC2)cc1C	-8	-2%	-3%	0%	-1%	4%	1%	2%	0%	-9%	0
Cc1cc(C)nc(N2CCN(c3ccc(F)cc3)CC2)n1	-13	-2%	-1%	9%	0%	-2%	-6%	-1%	18%	?	-2
CCOC(=O)C1=C(C)N(C)C(=S)N(C)C1c1ccc(OC)cc1 (configuration not stated)	0	-2%	-4%	5%	-8%	-5%	16%	0%	-5%	-18%	-1
CCC(C)Sc1nc2c(c(=O)[nH]c(=O)n2C)n1CC(O)COc1ccccc1C (configuration not stated)	-1	-1%	-3%	12%	1%	-9%	-19%	-1%	10%	?	3
O=C1c2oc3ccc(Cl)cc3c(=O)c2C(c2cccc(Br)c2)N1CCO (configuration not stated)	5	2%	-11%	12%	?	?	0%	-1%	?	4%	-9
Cc1ccc(/C=N/NC(=O)NN(C)c2ncc(C(F)(F)F)cc2Cl)cc1	-6	-1%	-2%	-2%	1%	-8%	-14%	0%	-17%	-1%	4
COc1ccccc1CNC(=O)CC1Sc2ccccc2NC1=O (configuration not stated)	16	6%	1%	4%	-8%	-1%	-7%	1%	?	2%	-17
O=C(NNC(=O)C1CCC1)c1ccc(Cl)cc1	2	-5%	1%	0%	-10%	-3%	1%	-1%	1%	nt	12
CCN(CC)C(=O)c1ccc2nc3ccccc3nc2c1	1	nt	0%	-5%	-1%	?	5%	2%	3%	0%	-13
CC(C)(C)OC(=O)N1CCC(NC(=O)c2nc[nH]c2C(=O)N2CCN(C(=O)OC(C)(C)C)CC2)CC1	-1	nt	2%	-6%	nt	nt	15%	1%	-4%	nt	-6
Cc1c(C(=O)Nc2ccccc2)csc1-c1ccccc1	-6	nt	4%	5%	-5%	21%	-4%	3%	?	-3%	-3
O=S(=O)(c1ccc(Br)s1)n1cccn1	-3	0%	-1%	5%	24%	-5%	11%	1%	-1%	-6%	3
O=C(Nc1ncc2c(n1)-c1ccccc1OC2)c1cccc([N+](=O)[O-])c1	-6	-1%	-2%	-10%	0%	?	-3%	1%	?	25%	9
CCOc1ccc(NC(=O)CCc2c(C)nn(-c3ccc(N4CCCCC4)nn3)c2C)cc1	0	4%	8%	0%	nt	11%	3%	1%	-10%	nt	-3
Cc1ccc(-c2nn[nH]n2)cc1	0	0%	-3%	-4%	-2%	?	6%	1%	5%	14%	-4
CNc1ccc(C(=O)OCC(=O)Nc2ccnn2C(C)C)cc1[N+](=O)[O-]	8	nt	-3%	2%	nt	nt	1%	1%	?	nt	-14
CCOC(=O)CC(c1ccc(N)cc1)n1c(C)ccc1C (configuration not stated)	-1	-2%	4%	-4%	4%	1%	4%	0%	0%	2%	23
Cc1cccc(N(Cc2ccccc2)C(=O)c2cc(S(=O)(=O)N3CCOCC3)ccc2Cl)c1	-26	nt	0%	2%	nt	nt	3%	-2%	?	nt	-4
Cc1ccc(C)c(S(=O)(=O)N2CCN(C(=O)c3ccc(N4CCCC4)c([N+](=O)[O-])c3)CC2)c1	-16	4%	-11%	-3%	8%	15%	0%	-3%	-1%	-2%	5
COc1cc(OC)cc(C(=O)N[C@H](C(=O)OCC(=O)Nc2cccc(F)c2)C(C)C)c1	-10	1%	-1%	0%	6%	-25%	-6%	-2%	?	31%[activator]	-20
CN(C)c1ccc(-c2ccc3c(=O)c4ccccc4n(C)c3c2)cn1	13	nt	117%[activator]	1%	-7%	?	3%	4%	?	5%	4

Not all compounds are listed; the hit share may differ from the screen's.
